# Bioassay records: PubChem, several laboratories
# CDK5 p35 inh: inhibitors of human CDK5/p35 kinase | inhibition, % at 10 µM | Recombinant CDK5/p35, ADP-Glo luminescence, 60 min | AID 488839 | 330,000 tested, 0.01% active;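 active = highest replicate inhibition of at least 50% and at least 75% of replicates reaching 50%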;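 also: plate controls were DMSO neutral control for no effect and GW8510 at 10 µM for full effect; many of its hits are not listed in these tables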
# Tat transport: blocks Tat-dependent protein export in E. coli. E. coli MC4100 TorA-mCherry Tat export, fluorescence. inhibition, % at 10 µM. 340,000 tested, 0.036% active;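 active = mean replicate inhibition at least 50% and at least half of replicates individually reaching 50%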;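 also: exported cargo escapes ClpAP degradation while cytoplasmic cargo is degraded and loses fluorescence; 0% = median of neutral control wells and 100% = median of NaSCN control wells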
# SUMO Mot1 rescue: blocks SUMOylation pathway, rescuing yeast Mot1-301 growth; S. cerevisiae Mot1-301 growth rescue, ATP luminescence, 38.5C; percent above DMSO median, 100 means doubled; growth rescue, % at 18.8 µM; 320,000 tested, 1% active; AID 2716;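 active = every valid replicate shows activation above 250% relative to neutral control wells; inactive = the rest, any valid replicate at or below 250%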;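 also: OY570 slx delta 5 strain wells were the positive control but not used for scaling; some compounds called inactive have numbers as strong as hits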
# phage Ecoli inh: E. coli growth loss with phage present. 360,000 tested, 0.26% active. inhibition, % at 11.9 µM. AID 651602. growth absorbance; in the data active = inhibition above about 11%
# AddAB inh: less growth of phage-infected E. coli with AddAB; E. coli expressing H. pylori AddAB, absorbance growth; inhibition, % at 11.9 µM; 330,000 tested, 0.29% active; AID 435030; in the data active = inhibition above about 12%;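 also: 0% = vehicle wells of infected cells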
# Ecoli viability: bacterial growth inhibition, counter-screen for AddAB inhibitors; E. coli V3065 growth, OD600 absorbance, 18 h; inhibition, % at 11.9 µM; 330,000 tested, 0.27% active; AID 449728;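 active = inhibition above the campaign's mean inhibition across all tested compounds plus 3 SD, cut at about 9.9% in these data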;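 also: uninfected addAB+ strain grown without phage in ampicillin broth; 0% = DMSO wells and 100% = ciprofloxacin 0.95 µg/ml wells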
# HTR5A inv ag: inverse agonist of human HTR5A in OPRM1-OPRD1 counter-screen; AID 504634; P47898; inhibition, % at 9.3 µM; HTR5A cell line, luminescence, inverse agonism; 340,000 tested, 0.083% active; in the data active = inhibition mostly above about 23%, no sharp cut-off; inactive = mostly below about 18%;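 also: 0% = cells with DMSO and 100% = no-cell wells with DMSO; some compounds called inactive have numbers as strong as hits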
# Target sequence (P47898 whole entry, looked up): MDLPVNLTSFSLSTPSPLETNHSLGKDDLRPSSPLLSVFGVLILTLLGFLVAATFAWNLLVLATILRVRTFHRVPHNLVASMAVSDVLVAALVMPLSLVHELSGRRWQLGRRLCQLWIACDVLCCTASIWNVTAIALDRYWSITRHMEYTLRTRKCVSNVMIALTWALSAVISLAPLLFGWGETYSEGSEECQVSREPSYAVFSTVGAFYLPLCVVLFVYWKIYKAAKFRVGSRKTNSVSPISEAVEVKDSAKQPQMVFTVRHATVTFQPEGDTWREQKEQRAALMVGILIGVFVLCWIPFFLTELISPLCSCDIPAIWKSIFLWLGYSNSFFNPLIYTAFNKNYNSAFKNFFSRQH
# HTR5A ag: counter-screen for OPRM1-OPRD1 agonists: human HTR5A agonism; P47898; HTR5A agonist assay, luminescence, cell-based; activation, % at 9.3 µM; 340,000 tested, 0.61% active; AID 504692; in the data active = activation mostly above about 9.5%, no sharp cut-off; inactive = mostly below about 7.6%;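 also: 0% = cells with vehicle only and 100% = reference agonist; strong numbers were not always called active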
# PKA-R2B act: activates the human PKA-R2B holoenzyme complex; PKA-R2B holoenzyme dissociation, Cy5-IP20 fluorescence polarization; R2B truncated from residue 108, S112A mutant; 0% DMSO only, 100% 113 µM cGMP; 340,000 tested, 0.079% active; activation, % at 11.4 µM; P22694+P31323;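 active = activation above a cutoff set at the mean over all compounds plus 3 SD, cut at about 18% in these data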;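 also: higher means more holoenzyme dissociation and a rise in polarization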
# Target sequence (P31323 whole entry, looked up, other chains not shown, the tested form may be a part): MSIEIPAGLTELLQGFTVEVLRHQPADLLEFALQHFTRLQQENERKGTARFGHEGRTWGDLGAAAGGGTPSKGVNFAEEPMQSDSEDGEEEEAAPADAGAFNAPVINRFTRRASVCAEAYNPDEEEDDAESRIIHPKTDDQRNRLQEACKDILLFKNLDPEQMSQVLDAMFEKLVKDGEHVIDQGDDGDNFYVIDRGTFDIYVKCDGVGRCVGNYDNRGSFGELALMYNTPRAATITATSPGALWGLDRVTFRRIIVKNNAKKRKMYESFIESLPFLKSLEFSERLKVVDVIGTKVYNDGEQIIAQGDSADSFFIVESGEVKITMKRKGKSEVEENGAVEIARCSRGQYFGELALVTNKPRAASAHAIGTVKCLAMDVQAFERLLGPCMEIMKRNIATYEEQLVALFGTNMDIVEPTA
# DAGLB inh: diacylglycerol lipase beta (human) inhibition. Q8NCG7. HEK293T DAGLB membrane lysate, EnzChek fluorogenic substrate. 340,000 tested, 0.059% active. AID 504411. inhibition, % at 5.17 µM; in the data active = inhibition above about 34%;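 also: 0% = enzyme with vehicle and 100% = wells lacking enzyme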
# PKA-R1A activ: PKA-R1A complex activation; activation, % at 11.4 µM; PKA-R1A dissociation, Cy5-IP20 fluorescence polarization; scaled: DMSO 0%, 113 µM cGMP 100%; AID 504707; P00514+P68181; 340,000 tested, 0.083% active;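 active = percent activation above the mean of all tested compounds plus 3 SD, cut at about 19% in these data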;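 also: higher means more PKAc released from R1A so a rise in polarization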
# The depositor's hits bear a star; nt = no result given; & = joins results of further samples. Outcome played no part in choosing rows (roughly 2.3% active in at least one column).
SMILES	CDK5 p35 inh	Tat transport	SUMO Mot1 rescue	phage Ecoli inh	AddAB inh	Ecoli viability	HTR5A inv ag	HTR5A ag	PKA-R2B act	DAGLB inh	PKA-R1A activ
Cc1nccn1CCCNC(=O)CC1C(=O)NCCN1Cc1ccc(Cl)c(F)c1 (stereo unspecified)	0.0	1	-1	2.7	-0.3	2.3	14	3	-9	-3	-1
NC(=O)C1(N2CCCCC2)CCN(C(=S)NCCc2ccccc2)CC1	-4.0	6	22	0.9	1.0	-0.4	-10	2	1	-2	5
O=C(NCc1ccco1)c1ccc(Br)c(S(=O)(=O)N2CCCCC2)c1	0.4	5	584*	-0.1	-1.7	-1.1	17	0	-10	0	-2
COc1ccccc1/C=C/C(=O)/C=C/c1ccccc1O	0.7	-5	nt	2.2	nt	nt	3	-1	-5	4	-2
CC(=O)CCc1c(C)c2cccc(C)c2[nH]c1=O	0.0	4	12	1.0	0.6	0.9	8	-1	-7	0	-14
CCC(=O)Nc1ccc(C(=O)CSc2nnc(-c3ccccc3F)n2C2CC2)cc1	1.0	-9	-21	3.6	6.0	-1.2	-11	3	-17	0	9
C=C(C)c1cccc(C(C)(C)NC(=O)N2CCN(C)CC2)c1	1.3	0	-19	3.8	-3.1	1.1	2	-1	-11	-2	-10
O=S(=O)(NCCOCCNS(=O)(=O)c1ccccc1)c1ccccc1	-0.7	-6	290	1.4	0.6	-2.3	-24	1	2	-3	4
COc1ccc(NC(=O)[C@@H](NC(=O)c2ccccc2)C(C)C)cc1S(=O)(=O)N1CCCCC1	-2.2	-3	0	2.9	1.6	-2.2	11	0	-10	0	-17
Cc1c(C(=O)NCCc2ccc(Cl)cc2)sc2nc3n(c(=O)c12)CCC3	-0.5	-4	13	3.1	4.4	-1.2	2	2	4	-3	0
Cc1cc(C)cc(NC(=O)CN(C)S(=O)(=O)c2cnc[nH]2)c1	1.3	-5	nt	1.1	0.3	-0.3	-13	4	-10	3	-5
COCCN(C(=O)COC(=O)c1nc(Cl)ccc1Cl)c1c(N)n(Cc2ccccc2)c(=O)[nH]c1=O	-0.2	12	11	2.7	1.4	0.9	-8	1	-12	2	1
CCOC(=O)N1CC(=O)Nc2ccc(Br)cc2C1c1ccccc1 (stereo unspecified)	2.3	22	1	1.1	-1.8	0.7	-4	1	-7	0	-18
O=[N+]([O-])c1ccccc1C=NNC(=S)NN=Cc1ccccc1[N+](=O)[O-]	-1.3	6	nt	1.0	nt	nt	5	-1	2	2	6
O=C(O)c1ccc(N(Cc2ccccc2)S(=O)(=O)c2ccccc2)cc1	-1.4	-6	18&0	1.8	0.5&0.3	-2.6&0.0	-6	2	1	2	4
O=C(COC(=O)COc1ccccc1)Nc1cccc([N+](=O)[O-])c1	1.0	-3	4	2.5	3.0	2.5	3	-1	-5	-4	-2
COc1ccc(Cl)c(NC(=O)C/C(C)=N/NC(=O)CCc2ccccc2)c1	-0.5	-3	-14	0.6	1.3	-2.8	-13	5	0	-2	-3
c1ccc(CCCN2CCN(c3ccccc3)CC2)cc1	-0.2	0	40	1.0	5.5	2.4	12	-3	-4	-14	0
CCO[C@H]1OC(C(=O)Nc2ccccc2)=C[C@@H](c2csc3ccccc23)[C@@H]1CCCO	-2.1	10	0	1.7	4.5	2.4	-12	4	-8	1	-10
COC(=O)Cn1c(C(=O)N2CCCC2)cc2c1C[C@H]1CN(C(=O)c3ccccc3)[C@@](Cc3ccc(F)cc3)(C(=O)OC)[C@@H]21	-1.2	-1	11	1.0	-2.1	-0.5	-17	6	-4	0	3
O=C(CN1CCN(Cc2ccccc2)CC1)c1ccccc1	0.6	-1	-7	1.7	-0.3	1.1	-16	6	0	-3	-10
O=[N+]([O-])c1cc(-c2ncccn2)c([N+](=O)[O-])s1	1.8	-21	-13	2.4	4.6	4.9	15	-6	-2	1	-4
COc1ccc(OC)c(-c2nc(CN(C)C(C)c3ccncn3)c(C)o2)c1 (stereo unspecified)	-0.5	-5	8	2.6	-1.5	-2.9	-10	4	6	1	0
COC(=O)c1scc(C)c1N1C(=O)c2ccccc2C1=O	-0.2	2	-8	1.9	1.7	2.3	nt	nt	nt	nt	nt
O=c1ccc2c([nH]1)CCCCCCCCCC2	1.1	15	3	0.7	0.8	0.0	-16	6	-11	-4	-3
CCc1ccc2nc(Nc3ncc(C(C)=O)c(C)n3)nc(C)c2c1	3.6	0	7	0.1	-1.8	-2.9	8	-3	2	-1	-14
c1ccc2c(c1)ncn2-c1ccc(-c2ccnc(-c3ccncc3)n2)cc1	-0.2	13	12	2.4	-0.5	-4.4	-9	2	-1	1	1
CCOc1ccc2nc(NC(=O)C(NS(=O)(=O)c3cccs3)C(C)C)sc2c1 (stereo unspecified)	-0.7	-8	9	nt	0.2	0.8	-27	2	1	2	1
COc1cccc(-c2nc(OC(C)C)c3ccccc3n2)c1	0.4	11	-17	-3.6	3.0	-1.5	-15	7	0	-10	1
O=CC1=C(c2ccccc2)Oc2ccccc2O1	-0.5	-1	-9	3.7	3.7	-2.8	-42	11*	-5	2	-16
CCCCCn1cnc2c(=S)nc(N)[nH]c21	2.8	8	nt	1.6	nt	nt	-7	2	0	-1	2
C[C@H](CO)N1C[C@H](C)[C@@H](CN(C)S(=O)(=O)c2ccccc2)Oc2ccc(NC(=O)C3CCCCC3)cc2C1=O	0.5	0	-19	1.2	3.8	-0.6	8	1	2	-1	-10
Cc1nc2ccc(S(=O)(=O)c3ccc4nc(C)[nH]c4c3)cc2[nH]1	1.0	-18	-1	1.6	3.9	-0.4	-6	-3	-7	1	0
CCOC(=O)CN/C=C(\C#N)c1ccccc1	0.1	0	235	5.7	1.8	2.6	-11	4	-5	0	0
COc1ccccc1C(=O)Nc1nc2ccccc2[nH]1	48	1	-58	-1.9	2.0	-0.8	6	-2	-2	0	-5
Cc1ccc(C)c(NC(=O)CCCCCCCCCCC2COCCO2)c1 (stereo unspecified)	1.1	-7	-6	0.7	4.3	0.6	-15	-2	-2	-2	-1
O=C(Nc1ccc(Cl)cc1C(=O)Nc1ccc(Br)cn1)c1ccco1	0.3	-2	290	0.6	-2.4	-1.4	14	6	0	-11	5
Cc1ccccc1NC(=O)C(C#N)Cc1cccnc1 (stereo unspecified)	-2.2	-8	-9	3.6	1.8	2.4	4	4	-7	-1	-8
Cc1cc(C)n2cc(CSc3nnc(N)s3)nc2n1	1.3	-1	nt	-8.5	4.4	1.4	-3	1	-4	-4	-6
CCN1/C(=C\C=C2\C(=O)N(c3ccccc3)C(=S)N2C)Sc2ccccc21	-0.6	-10	nt	3.6	nt	nt	-7	3	-5	0	-2
Cc1nn(C)c(Oc2ccccc2)c1CCNC(=O)C(C)(C)C	0.6	0	-5	1.1	1.1	0.5	18	-6	-12	-2	-4
COc1cccc(N(CC(=O)NC2CCCCC2)C(=O)CCCC(=O)Nc2ccccn2)c1	0.1	2	-8	-2.2	0.8	-0.3	-17	-3	-1	0	-3
COc1cc(C(=O)O/N=C(\N)c2cccc([N+](=O)[O-])c2)cc(OC)c1OC	1.0	0	-3	2.2	0.6	-1.8	18	0	2	-4	3
CCN1CCN(CCOc2ccc(Br)cc2C)CC1	0.2	-11	33	-0.8	-1.9	-3.4	-1	0	-2	0	-2
O=C(NCc1ccccn1)c1ccc(Cl)c(S(=O)(=O)N2CCCCC2)c1	0.4	8	-15	2.3	2.8	-1.5	3	-1	-11	-1	-8
CC(=O)NC(CC(=O)N(Cc1ccccc1)c1ccc(C)cc1)c1ccccc1 (stereo unspecified)	1.2	13	4	0.9	-1.8	-0.8	8	3	12	0	-7
Cc1sc(-c2ccccn2)nc1OC(=O)c1ccc(F)cc1F	-1.0	-8	7	2.9	1.2	-3.7	-15	6	-1	-8	-6
Cc1nc(NC(=O)CCc2ccccc2)ccc1Br	-0.2	2	14	2.9	4.3	1.4	-4	1	-3	-10	-6
O=C(NCc1cccs1)c1cc(S(=O)(=O)N2CCOCC2)c(Cl)cc1Cl	1.4	1	48	2.8	0.4	-1.3	-5	3	1	0	4
CCc1nc2ccc(C(=O)N3CCN(c4cccc(OC)c4)CC3)cc2nc1CC	1.1	9	85	-0.6	-2.0	-2.1	-3	2	-8	-1	-20

# New compounds follow
SMILES	CDK5 p35 inh	Tat transport	SUMO Mot1 rescue	phage Ecoli inh	AddAB inh	Ecoli viability	HTR5A inv ag	HTR5A ag	PKA-R2B act	DAGLB inh	PKA-R1A activ
COc1ccc(-c2nn(CCC(=O)O)cc2CCC(=O)O)cc1	3.6	-6	-1	0.9	2.4	-1.4	3	-1	-7	3	-3
O=C(c1cc(Sc2cccc(Cl)c2)nc2ccccc12)N1CCN(c2ccccn2)CC1	-1.0	8	15	-0.8	1.2	2.3	6	-2	-8	1	-6
CC1CCN(c2ccc(/C=N/n3nnnc3N)cc2[N+](=O)[O-])CC1	3.9	2	82	0.5	-0.3	0.1	-11	4	2	14	-10
CC1(C)CC(CCC(=O)Nc2ccccc2Cl)C(=O)O1 (stereo unspecified)	1.4	-2	2	nt	1.0	2.2	-7	-2	0	0	0
Cc1ccc(C(=O)OCC(=O)N(C)C2CCS(=O)(=O)C2)cc1S(=O)(=O)N1CCOCC1 (stereo unspecified)	-3.1	-3	-16	3.5	2.4	3.0	-9	4	-12	1	-3
COC(=O)N/N=C/c1cc(Cl)cc(Cl)c1OCc1ccccc1F	0.2	-5	1	0.8	1.0	-0.1	1	0	-9	-3	-9
COc1ccc(CCN=C(N)NS(=O)(=O)c2ccc3ccccc3c2)cc1	2.3	4	13	1.9	2.6	3.2	-14	4	-20	-4	-5
CCN(CC)C(=O)N1CCN(Cc2ccc3c(c2)OCO3)CC1	-2.2	8	-5	7.0	1.3	0.2	3	-2	5	0	13
CCOc1ccc(S(=O)(=O)NCc2cccs2)cc1C(C)C	1.3	13	nt	0.7	nt	nt	6	-2	-11	-1	-9
Cc1ccc(CN2CCN(Cc3cn[nH]c3C3CCCCC3)CC2CCO)cc1 (stereo unspecified)	0.6	-16	-14	1.5	0.0	-1.1	-7	4	6	4	5
C#CCOCCOCCOCCNc1nc(N2CCN(C(=O)[C@H](CCCN=C(N)N)n3cc(C(N)[C@@H](C)CC)nn3)CC2)nc(N2CCN(C(=O)[C@H](CO)n3cc([C@@H](N)C(C)C)nn3)CC2)n1 (stereo partly specified)	1.4	-2	-12	1.8	-1.5	-2.7	4	-1	2	-2	-13
CC(c1ccc(O)cc1)(c1ccc(O)cc1)c1ccc(CCBr)cc1	1.1	10	-3	0.9	-2.2	-1.1	-53	15*	-11	-2	-7
O=c1[nH]c2ccc(Br)cc2o1	-0.1	-2	nt	4.2	nt	nt	13	-3	0	1	-3
CCn1cnc2c1c(=O)n(Cc1ccc(C(=O)OC)cc1)c(=O)n2Cc1ccccc1	-1.4	3	-6	2.2	3.5	-0.6	-20	7	2	-3	5
O=C(N/C(=C/c1cccnc1)C(=O)N1CCCCCC1)c1ccccc1	-1.0	-3	219	-0.9	1.0	-0.9	-3	1	1	0	5
CC12CCC(=O)N1C(C(=O)Nc1ccccc1F)CS2 (stereo unspecified)	0.1	-5	793*	1.6	1.2	1.6	28	-9	7	0	-1
